Screening data: PubChem, National Center for Advancing Translational Sciences (NCATS)
S3 lipid droplet: qHTS Assay for Lipid Storage Modulators in Drosophila S3 Cells | Drosophila S3 cells, BODIPY lipid droplet fluorescence, 18-24 h; cells fed with added oleic acid | Potency in µM for hits, for the others lipid storage change, negative = inhibition, % at the top dose, mostly 46.1 µM | 0.64% of 320,000 active | AID 2685; active means well fitted inhibition curve with a large enough effect in the signal ratio, with a control signal flat, not every such curve was filed as active; inconclusive means small, poorly fitted or top-dose-only effect, or effect the other way, or a change in a side signal; the % refers to the signal ratio
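Drosophila S3 cells loaded with oleic acid (400 uM, as added) and compounds at several concentrations; lipid droplets imaged by 488-nm laser-scanning cytometry, 500–530 nm intensity and object ratio to cell channel. Percent activity normalized to 20 uM Triacsin C.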
S3 lipid droplet cell count max: also measured in S3 lipid droplet; calls as there; cell number change, %; measured here: cell count max response;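 cells counted by Cell Tracker Red CMTPX staining in the red channel; peak over a dose series mostly up to 46.1 µM; percent activity relative to internal control wells on each plate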
Numbers without * were called inactive; i = inactive; u = inconclusive; x = not tested or not shown. On the % scale 0 is the no-effect control and ±100 the full control effect; potency means the concentration at half of the fitted maximal effect. Only part of the results is shown; rates above refer to the full screens.

| no. | smiles | S3 lipid droplet | S3 lipid droplet cell count max |
| --- | --- | --- | --- |
| 1 | Cc1ccc(N(C(=O)CCl)C(C(=O)NC2CCCCC2)c2cccnc2)cc1C (configuration not stated) | u | x |
| 2 | COc1ccc2c(c1)N(C)C(=O)CC(c1ccccc1)=N2 | u | x |
| 3 | Cc1ccc(N(Cc2cc3cc(C)ccc3[nH]c2=O)S(=O)(=O)c2ccccc2)cc1 | -1% | -3 |
| 4 | CCN(CC)c1ccc(/C=N/NC(=O)Cc2cccs2)cc1 | 9% | 0 |
| 5 | CC12CN3CC(C)(CN(C1)C3c1ccc3c(c1)OCO3)C2=O (configuration not stated) | i | 2 |
| 6 | Cc1ccc(-c2nnc(SCC(=O)N/N=C/c3ccccc3C(=O)O)n2-c2ccccc2)cc1 | 0% | x |
| 7 | CCCOc1cccc(C2/C(=C(/O)c3ccc4c(c3)CC(C)O4)C(=O)C(=O)N2CCN2CCOCC2)c1 (configuration not stated) | u | x |
| 8 | CCOc1cc(/C=C(\C#N)C(=O)NCc2cccnc2)ccc1O | u | x |
| 9 | CCc1ccc(C(=O)/C=C/Nc2ccc(S(=O)(=O)Nc3onc(C)c3C)cc2)cc1 | u | x |
| 10 | Cc1ccc(CN2CC(=O)N3[C@H]4c5ccccc5OC[C@@H]4[C@H](c4ccccc4)[C@]3(C)C2=O)cc1 | -1% | -10 |
| 11 | Cn1ncc(Cl)c1C(=O)N/N=C/c1ccccn1 | u | x |
| 12 | CCOc1ccc2nc(N(CCCN(C)C)C(=O)c3ccc(C(=O)c4ccccc4)cc3)sc2c1 | u | x |
| 13 | Cc1ccc(CN2CCC(c3cc(-c4cccs4)n[nH]3)CC2)cc1 | u | x |
| 14 | Cc1ccc(C(=O)N2CCCC(N3CCN(c4cccc(C(F)(F)F)c4)CC3)C2)s1 (configuration not stated) | u | x |
| 15 | CCn1nnnc1NC(=O)c1ccc2ccccc2c1 | -12% | 3 |
| 16 | COc1cc2c(cc1OC)C(C)N(C(=O)c1ccc(Cl)c(S(=O)(=O)N3CCCCC3)c1)CC2 (configuration not stated) | u | x |
| 17 | Cc1ccc(Oc2cnc3ccccc3n2)cc1 | u | x |
| 18 | O=C(c1ccc(COc2ccccc2Br)cc1)N1CCCCCC1 | u | x |
| 19 | CCOc1ccc(CCNC(=O)C2CC=CCC2C(=O)OC(C)C)cc1OCC (configuration not stated) | u | x |
| 20 | O=C(CCN1C(=O)/C(=C\c2ccccc2)SC1=S)NCCCN1CCOCC1 | u | x |
| 21 | Cc1scc(C(=O)N/N=C/c2ccc(Cl)s2)c1C | u | x |
| 22 | O=S(=O)(Cc1cc(-c2ccccc2Cl)no1)c1ccccc1 | 14% | -7 |
| 23 | CCOc1ccc(-c2cnc3ccccc3n2)cc1 | -7% | 1 |
| 24 | CC1CN(C(=O)c2cc3ccccc3cc2O)CC(C)O1 (configuration not stated) | u | x |
| 25 | O=C(NC1CCSc2ccccc21)c1cccc(Cl)c1 (configuration not stated) | u | x |
| 26 | O=C(CNC(=O)c1sc2ccccc2c1Cl)NCc1ccc(F)cc1 | u | x |
| 27 | Cc1ccc(NC(=O)c2c(NC(=O)CCC(=O)O)sc3c2CCCCC3)cc1 | 0% | 9 |
| 28 | COC(=O)C1=C(N)OC2=C(C(=O)CC(C)(C)C2)C1c1cccnc1 (configuration not stated) | u | x |
| 29 | COc1ccc(C2CC(c3ccccc3)=NN2C(=O)COC(=O)c2cnc(Cl)c(Cl)c2)cc1 (configuration not stated) | u | x |
| 30 | O=C(N/N=C/c1ccc(Br)s1)c1ccco1 | 15% | 4 |

Of the compounds above, these contain bromine:
| no. | smiles | S3 lipid droplet | S3 lipid droplet cell count max |
| --- | --- | --- | --- |
| 18 | O=C(c1ccc(COc2ccccc2Br)cc1)N1CCCCCC1 | u | x |
| 30 | O=C(N/N=C/c1ccc(Br)s1)c1ccco1 | 15% | 4 |

Carrying on.
| no. | smiles | S3 lipid droplet | S3 lipid droplet cell count max |
| --- | --- | --- | --- |
| 31 | Cc1cc(NC(=O)CSc2nc(=O)n(CCCN(C)C)c3c2CCCC3)no1 | u | x |
| 32 | CCSc1nc(-c2ccccc2)cc(=O)[nH]1 | u | x |
| 33 | Cc1ccc(NS(=O)(=O)c2cccc(C(=O)n3ncc(C#N)c3N)c2)c(C)c1 | u | x |
| 34 | O=C(c1ccc([N+](=O)[O-])cc1)N1CCN(C2=NS(=O)(=O)c3ccccc32)CC1 | u | x |
| 35 | c1coc(CN(Cc2cccs2)Cc2nnnn2C2CCCCC2)c1 | 5% | 10 |
| 36 | Clc1ccc(-n2nnnc2-c2ccccc2)cc1Cl | u | x |
| 37 | Cc1cc(-c2nnc(CCC(=O)N(C)C(C)c3cccs3)o2)no1 (configuration not stated) | -10% | -6 |
| 38 | O=C(Nc1ccc2c(c1)OCO2)c1cccc(Cl)c1 | u | x |
| 39 | CC(C(=O)N1CCCc2ccccc21)N1CCN(S(=O)(=O)c2ccccc2F)CC1 (configuration not stated) | u | x |
| 40 | CC(C)C(=O)NNC(=O)c1ccccn1 | 8% | 2 |
| 41 | Cc1cccc(C(=O)NC(C(=O)Nc2ccccc2N2CCOCC2)C(C)C)c1 (configuration not stated) | u | x |
| 42 | CCC(c1ccccc1)c1nc(-c2cccnc2)no1 (configuration not stated) | u | x |
| 43 | CCN(CC)S(=O)(=O)c1ccc2c(c1)N(CC(=O)NCCCN1CC(C)CC(C)C1)C(=O)CO2 (configuration not stated) | i | -7 |
| 44 | COc1ccc(OCC(=O)Nc2ccc(N3CCN(C(=O)c4ccco4)CC3)cc2)cc1 | -5% | 6 |
| 45 | CC(C)(C)c1csc(NC(=O)c2ccncc2)n1 | u | x |
| 46 | C/C(=N\OC(=O)C1CC1)C1CC1c1ccc(F)cc1 (configuration not stated) | u | x |
| 47 | Brc1ccc(COn2ccnc2)cc1 | 13% | 15 |
| 48 | COc1ccc(CCn2c(=N)c(C(=O)NCCN3CCOCC3)cc3c(=O)n4ccccc4nc32)cc1OC | u | x |
| 49 | Cn1c(=O)c([N+](=O)[O-])c(-n2cnc3ccccc32)c2ccccc21 | -11% | 13 |
| 50 | O=C(CCOc1ccccc1F)N1CCN(c2ccccc2O)CC1 | u | x |
| 51 | Cc1cc(=O)[nH]c(N/N=C/c2ccco2)n1 | i | 13 |
| 52 | O=C(Nc1cccnc1)c1ccc(Cl)c(S(=O)(=O)N2CCCCCC2)c1 | u | x |
| 53 | Cc1cc(C)nc(SCCn2c(N(C)Cc3ccccc3)nc3c2c(=O)n(C)c(=O)n3C)n1 | u | x |
| 54 | CC1(C)Cc2c(c(N3CCOCC3)nc3snc(N)c23)CO1 | u | x |
| 55 | Cc1cccc(N(Cc2ccccc2)C(=O)CN2C(=O)NC3(CCCCC3C)C2=O)c1 (configuration not stated) | -24% | 1 |
| 56 | CCC(=O)/C=C1/Sc2ccccc2N1CC | 4% | -15 |
| 57 | COc1ccc2cnn(-c3ccc(C)cc3)c(=O)c2c1OC | 0% | 15 |
| 58 | COc1ccc(-n2c(SC)nc(O)c(Cc3ccccc3)c2=O)cc1 | u | x |
| 59 | CC(C)OC(=O)CSc1nnc(CNc2ccc(Cl)cc2)n1C | 12% | -1 |
| 60 | CN(CC(=O)Nc1ccc(F)cc1)C(=O)COc1ccc(C(=O)c2ccccc2)cc1 | u | x |

An excerpt of these results, in transposed form:
(17) Cc1ccc(Oc2cnc3ccccc3n2)cc1
(18) O=C(c1ccc(COc2ccccc2Br)cc1)N1CCCCCC1

| compound no. | 17 | 18 |
| --- | --- | --- |
| S3 lipid droplet | u | u |
| S3 lipid droplet cell count max | x | x |

Fetched by compound from the entries so far:
| no. | smiles | S3 lipid droplet | S3 lipid droplet cell count max |
| --- | --- | --- | --- |
| 45 | CC(C)(C)c1csc(NC(=O)c2ccncc2)n1 | u | x |
| 36 | Clc1ccc(-n2nnnc2-c2ccccc2)cc1Cl | u | x |

Following part:
| no. | smiles | S3 lipid droplet | S3 lipid droplet cell count max |
| --- | --- | --- | --- |
| 61 | Cc1ccc2cc(CCNC(=O)c3ccc(S(=O)(=O)N4CCOCC4)cc3)c(=O)[nH]c2c1C | 13% | 15 |
| 62 | CC(=O)c1c(COC(=O)c2ccncc2)nc2ccccc2[n+]1[O-] | 21% | -15 |
| 63 | CC(CCc1ccccc1)NC(=O)c1ccccc1 (configuration not stated) | u | x |
| 64 | CCCCCN(C(=O)CCC(=O)OCc1ccc(C(C)C)cc1)c1c(N)n(CCCC)c(=O)[nH]c1=O | u | x |
| 65 | COc1ccc(CC(=O)N/N=C(\C)CC(=O)Nc2cccc(F)c2)cc1 | u | x |
| 66 | C/C(CC(=O)Nc1ccc2c(c1)OCCO2)=N\NC(=O)c1ccccc1F | i | 8 |
| 67 | O=C(NCC1CCCN(C(=O)NCc2ccccc2)C1)c1ccc2c(c1)OCO2 (configuration not stated) | -1% | -16 |
| 68 | Cc1[nH]c2ccccc2c1C(=O)CSc1nccc(=O)[nH]1 | u | x |
| 69 | CCOC(=O)[C@H]1[C@H]2COc3ccc(C)cc3[C@@H]2N2C(=O)c3cc(OC)c(OC)cc3NC(=O)[C@@]12C | u | x |
| 70 | COCC(=O)N1CCC(Oc2ccc(C(=O)NCCc3ncccc3C)cc2)CC1 | i | -13 |
| 71 | COc1ccc(-c2c(NC(=O)c3ccco3)oc3ccc(Cl)cc3c2=O)cc1 | i | x |

Record cards, from the list above. Order of screens: S3 lipid droplet | S3 lipid droplet cell count max
Results for C/C(CC(=O)Nc1ccc2c(c1)OCCO2)=N\NC(=O)c1ccccc1F : i | 8
Results for CCOC(=O)[C@H]1[C@H]2COc3ccc(C)cc3[C@@H]2N2C(=O)c3cc(OC)c(OC)cc3NC(=O)[C@@]12C : u | x
Results for COc1ccc(-c2c(NC(=O)c3ccco3)oc3ccc(Cl)cc3c2=O)cc1 : i | x
Results for COc1ccc(CC(=O)N/N=C(\C)CC(=O)Nc2cccc(F)c2)cc1 : u | x
Results for Cc1[nH]c2ccccc2c1C(=O)CSc1nccc(=O)[nH]1 : u | x
